Statin myotox sup: suppression of simvastatin myotoxicity. C2C12 myotubes + simvastatin, ATP luminescence, 48 h; scaled: DMSO 0, geranylgeraniol control 100. rescue of ATP level, % at 7.49 µM. 330,000 tested, 0.78% active. AID 602340;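 active means mean ATP rescue above about 67%, or every replicate alone reaching that limit, limit read from the data, passing the limit was not always enough; inconclusive means no clear call, values can overlap the other calls; inactive means mean under the limit and some replicate under it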;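 further: myotubes were challenged with 10 µM simvastatin during compound exposure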
miR-122 sensor: miR-122 inhibition in Huh7 cells. Huh7 miR-122 Renilla luciferase sensor, 48 h; neutral wells = 0, positive control = 100. activation (reporter increase), % at 12.5 µM. 340,000 tested, 0.3% active;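 active means mean replicate activation score at least 90 and every replicate individually at or above 90; inconclusive means only one of the two criteria met; inactive means neither criterion met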;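 further: higher luciferase means less miR-122 activity so hits act as miR-122 inhibitors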
PGC1a acetyl inh: PGC1a acetylation modulation, inhibitor mode. U2OS PGC1a acetylation, AlphaScreen anti-acetyl-lysine; with virally co-expressed GCN5 acetyltransferase. inhibition, % at 15.6 µM. 350,000 tested, 0.17% active;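 active means every replicate shows inhibition of at least 40%; inconclusive means mean inhibition at least 40% but some replicate below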;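 further: 0% = neutral control wells and 100% = positive control wells; some results beyond the cut were filed as inactive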
CFTR F508del cor: correctors of CFTR F508del function in bronchial epithelial cells; CFBE cells, YFP halide quenching; stimulated with forskolin plus potentiator P3; % fluorescence drop versus neutral controls; activity (quench increase), % at 7.58 µM; 350,000 tested, 0.36% active; AID 720511;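 active means mean added fluorescence quench of at least 8% versus neutral control, with both replicates also reaching 8%; inconclusive means only one of the mean or replicate conditions met; inactive means mean below 8% and not both replicates reaching 8%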;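 further: cells transiently co-express mutant CFTR-F508del with the halide-sensitive YFP; corrector assay measuring rescue of mutant channel to the surface after 24 h compound exposure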
INS-1E GSIS act: GLuc luminescence reporter in INS-1E cells, primary screen for activators of glucose-dependent secretion of insulin. 370,000 tested, 0.61% active. INS-1E GLuc reporter insulin secretion, 2-3 h. activation, % at 16.6 µM;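 active means lowest replicate activation of at least 40%, so every replicate reaches that level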;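 further: 0% = median of neutral control wells and 100% = median of IBMX positive control wells; some compounds called inactive have numbers as strong as hits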
Cneo AK release: Cryptococcus neoformans lysis via adenylate kinase release. C. neoformans lysis, adenylate kinase release luminescence, 4 h; normalised: neutral wells 0, clomiphene wells 100. lysis activity, % at 15 µM. 360,000 tested, 0.2% active;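 active means mean lysis activity across replicates of at least 80%, whatever share of replicates individually reach that level; inactive means mean lysis activity below 80%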
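Material: C. neoformans cells | Amount: Yeast cell density of 5 × 10^6 cells/mL | Medium: Fresh YPD growth medium | Dosing: Single dose | Times: Static 4 h at 37 °C with compound, 1 h detection | Detection: AK luminescence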
PglD DTNB: inhibitors of Campylobacter jejuni PglD acetyltransferase | 360,000 tested, 0.098% active | AID 602405 | purified PglD enzyme, DTNB colorimetric CoA detection | inhibition, % at 12.5 µM; in the data active means inhibition above about 16%, passing the limit was not always enough; inconclusive means no clear call, values can overlap the other calls; further: strong numbers were not always called active
FN deposition inh: fibronectin deposition inhibition; AH1F fibroblasts, Alexa488-fibronectin deposition fluorescence, overnight; inhibition, % at 12.6 µM; 350,000 tested, 0.086% active; AID 743247;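 active means mean inhibition across replicates of 30% or more, regardless of how many single replicates reach that level; inconclusive means mean under 30% yet at least half of replicates reach 30%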;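 further: positive control wells lacked labelled fibronectin entirely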
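Test system: AH1F fibroblast monolayer depositing Alexa488-labelled fibronectin into matrix. Input: 10000 cells per well. Technique: fluorescence, ex 485 nm, em 525 nm. Buffer or medium: DMEM plus 2% serum, read in PBS. Timing: 1 h cell adhesion before compound, then overnight fibronectin incubation. Compound: single dose, pinned. Read-out basis: inhibition from reduced deposited-fibronectin fluorescence.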
* hit, by the source's call; u = inconclusive; x = no result given; [ ] = remark or other dose. Compounds were not picked by outcome, and some 2.1% of all compounds hit somewhere here.

Results follow in this order: Statin myotox sup, miR-122 sensor, PGC1a acetyl inh, CFTR F508del cor, INS-1E GSIS act, Cneo AK release, PglD DTNB, FN deposition inh
- COc1ccc(-n2c(=S)[nH]c3cc(C(=O)Nc4cc(OC)c(OC)c(OC)c4)ccc3c2=O)c(OC)c1
→ 1, 7, 6, -4.2, 2, -1, -5, 10
- Cc1ccc([N+](=O)[O-])cc1NC(=O)Nc1ccc(S(N)(=O)=O)cc1
→ -16, -2, x, 2.9, 5, 0, 3, 8
- O=C(CN1CCOCC1)N/N=C/C(Br)=C\c1ccccc1
→ x, x, -35, -0.6, 3, x, x, 1
- COCc1c(C(=O)OC/C(O)=C(\C#N)c2nc3ccccc3[nH]2)oc2ccccc12
→ x, 3, -7, 0.6, -10, x, x, 2
- COc1ccccc1N1CCN(Cc2ccc(OC)c3ccccc23)CC1
→ -29, -2, -7, 1.1, -49, x, x, x
- CC(C)CC#Cc1ccc([C@@H]2[C@H]3CN(C(=O)NC4CCCC4)CCCCN3[C@H]2CO)cc1
→ -52, -20[16.7 µM], -16, -1.3, -26, -2, 5, x
- COCC(=O)NC[C@H]1[C@H](c2ccccc2)[C@H](CO)N1C(=O)c1ccccc1
→ 0, 50[16.7 µM], 4, 2.9, 7, 3, 0, 0
- Cc1ccc(OCCOCCN2CCCC2)c(Br)c1
→ -4, 6, -22, 0.7, 7, 1, 9, -1
- COc1cc2c(cc1NC(=O)c1cccc(S(=O)(=O)N(C)C)c1)oc1ccccc12
→ x, -5, x, x, -22, 0, 2, 15
- COc1cccc(NC(=O)COC(=O)Cc2ccccc2[N+](=O)[O-])c1
→ 1, -4, -3, -1.0, 14, -2, 4, -8
- CN1CCN(C(=O)c2cc3c(c(-c4cccc(-c5cccc(C(=O)N(C)C)c5)c4)n2)[C@@H](CCO)N([S@](=O)C(C)(C)C)C3)CC1
→ 1, x, 7, -2.8, 18, 17, -4, -5
- CC1CCc2[nH]c3ccc(C(=O)N(C)CC(=O)Nc4cccc(F)c4)cc3c2C1 (stereo not drawn)
→ -5, 2, -7, 6.2, -15, -5, 7, -2
- O=C(C[C@@H]1CC[C@@H]2NC[C@H](O)COC[C@H]2O1)Nc1ccc(-c2ccccc2)cc1
→ -11, 2[16.7 µM], -3, -0.1, 6, 1, -3, 7
- CSc1nnc(C2CCN(CC(=O)Nc3ccccc3N3CCOCC3)CC2)n1C(C)C
→ 19, x, x, 3.3, 1, 0, -3, 4
- COc1ccc([N+](=O)[O-])cc1N(CC(=O)O)S(C)(=O)=O
→ 4, 1, 7, -1.3, -10, 2, -7, 1
- COc1ccccc1NC(=O)N(C)C[C@H]1Oc2ncc(C#CCN(C)C)cc2C(=O)N([C@H](C)CO)C[C@@H]1C
→ -19, -8[16.7 µM], 4, -0.7, 23, 1, -2, x
- COc1cccc(CN2C(=O)C3(C(C#N)=C(N)OC4=C3C(=O)CCC4)c3ccccc32)c1 (stereo not drawn)
→ 44, -5, -2, -0.4, -4, -1, 1, x
- CC1(c2ccc3c(c2)OCO3)NC(=O)N(CC(=O)c2ccc[nH]2)C1=O (stereo not drawn)
→ 12, -5, 0, -0.3, 6, 0, -5, -1
- COCC(=O)Nc1ccc2c(c1)[C@H]1C[C@@H](CC(=O)NC3CCCC3)O[C@@H](CO)[C@H]1O2
→ 1, 0[16.7 µM], x, -2.4, -8, -1, 3, x
- Cc1c(C(=O)Oc2ccc(F)cc2)sc2ncn(Cc3cccc(F)c3)c(=O)c12
→ x, -5, 11, x, 11, 0, 2, x

Compound profiles (already shown). Screens in order: Statin myotox sup	miR-122 sensor	PGC1a acetyl inh	CFTR F508del cor	INS-1E GSIS act	Cneo AK release	PglD DTNB	FN deposition inh
COCc1c(C(=O)OC/C(O)=C(\C#N)c2nc3ccccc3[nH]2)oc2ccccc12 is entered as x	3	-7	0.6	-10	x	x	2
Cc1ccc(OCCOCCN2CCCC2)c(Br)c1 is entered as -4	6	-22	0.7	7	1	9	-1
CSc1nnc(C2CCN(CC(=O)Nc3ccccc3N3CCOCC3)CC2)n1C(C)C is entered as 19	x	x	3.3	1	0	-3	4
COc1ccc(-n2c(=S)[nH]c3cc(C(=O)Nc4cc(OC)c(OC)c(OC)c4)ccc3c2=O)c(OC)c1 is entered as 1	7	6	-4.2	2	-1	-5	10
CC1CCc2[nH]c3ccc(C(=O)N(C)CC(=O)Nc4cccc(F)c4)cc3c2C1 (stereo not drawn) is entered as -5	2	-7	6.2	-15	-5	7	-2

(list continues)
Results follow in this order: Statin myotox sup, miR-122 sensor, PGC1a acetyl inh, CFTR F508del cor, INS-1E GSIS act, Cneo AK release, PglD DTNB, FN deposition inh
- CCC(=O)Nc1ccc2c(c1)C(=O)N(C)C[C@H](OC)[C@H](C)CN(C(=O)c1ccccn1)[C@@H](C)CO2
→ -9, x, 8, -1.8, 12, -4, -2, -11
- COc1cc2ccccc2cc1-c1nnc(COc2ccccc2)o1
→ 1, x, x, 0.4, 2, -4, 10, 1
- O=S(=O)(CCNCc1ccco1)NC1CCCCC1
→ 18, 4, x, -2.9, 7, -2, -1, -3
- C[C@H]1CN([C@@H](C)CO)C(=O)Cc2cc(NS(C)(=O)=O)ccc2O[C@@H]1CN(C)Cc1ccc2c(c1)OCO2
→ -5, -8[16.7 µM], -53, -1.0, 9, 0, 0, -7
- CC1C/C(=N/N=C2/NC(=O)CS2)CC(C)(C)C1 (stereo not drawn)
→ 3, -1, -3, x, 13, -1, -4, x
- Cc1ccc(S(=O)(=O)Nc2ccc3c(c2)C(=O)N([C@H](C)CO)C[C@H](C)[C@H](CN(C)C(=O)NC(C)C)OCCCC[C@@H](C)O3)cc1
→ x, 12[16.7 µM], u, 2.7, 14, 0, 3, -7
- CCCCN(C(=O)c1cccc(S(=O)(=O)N2CC(C)OC(C)C2)c1)c1c(N)n(CCCC)c(=O)[nH]c1=O (stereo not drawn)
→ -6, x, x, -2.6, -1, -1, -4, 5
- CCN(c1ccccc1)S(=O)(=O)c1cc(CN2C(=O)c3cccnc3C2=O)ccc1OC
→ 26, -9, 3, -1.4, 2, 1, 1, 4
- O=C1C2C3c4ccccc4C(c4ccccc43)C2C(=O)N1Cc1ccccn1 (stereo not drawn)
→ 5, -10, -1, 0.2, -10, 3, -8, 4
- COc1cccc(CSc2nc3ccncc3[nH]2)c1
→ -13, 5, -1, -2.0, -3, -9, 2, 5
- CN(C)c1ccc(NC(=O)Oc2ccccc2)cc1
→ x, 0, -4, x, x, -4, -4, x
- c1ccc2[nH]c(CSc3ncnc4c3oc3ccccc34)nc2c1
→ -1, -6, -4, x, -12, 2, 1, -2
- CC1(C)C=Cc2cc3ccc(=O)oc3cc2O1
→ 6, 5, -12, 0.8, 15, 0, 5, x
- O=C(Nc1cc(F)ccc1F)N1CCCCN2[C@H](CO)[C@@H](c3ccc(-c4ccccc4)cc3)[C@@H]2C1
→ x, -7[16.7 µM], -11, -0.4, -13, 3, 11, x
- CO[C@H]1CN(C)C(=O)c2ccc(NC(=O)c3ccccc3)cc2OC[C@@H](C)N(C(C)=O)C[C@@H]1C
→ -5, 10[16.7 µM], -7, -1.5, 5, -4, 4, 1
- CCOC(=O)c1cc(S(=O)(=O)N2CCC(C)CC2)cn1C
→ 4, 8, 16, 1.7, 15, 1, 1, 3
- Cc1cc(C)cc(C(O)c2ncc(-c3ccccc3)[nH]2)c1 (stereo not drawn)
→ 12, 87, x, -1.1, -13, -1, 2, 11
- O=C(Nc1ccc(F)cc1)N[C@H]1CC[C@@H](CC(=O)N2CCCCC2)O[C@@H]1CO
→ 9, x, 0, 2.0, x, 0, 3, x
- Clc1cc(Br)ccc1OCCCn1ccnc1
→ 1, -14, -8, x, 18, x, x, -3
- CO[C@@H]1CN(C)C(=O)c2cc(NS(C)(=O)=O)ccc2OC[C@@H](C)N(CC2CC2)C[C@H]1C
→ 3, x, 9, 2.0, 9, 1, 2, -10
- COc1ccc(CCNc2cc(C)nc3c(-c4ccc(Cl)cc4)c(C)nn23)cc1OC
→ -19, 20, 8, x, 2, -2, -9, 17
- Cc1ccc(CNC(=O)CN2C(=O)c3ccccc3S2(=O)=O)cc1
→ 6, -1, -2, -1.6, 3, -1, 0, 18
- COc1ccc(NC(=O)CS(=O)(=O)c2ccc(Br)cc2)cc1
→ 7, 19, 0, 1.1, 20, -2, 4, 0
- O=C1CCC/C(=N\NC(=O)c2ccc(CSc3cccc4cccnc34)cc2)C1
→ x, x, 1, -0.1, -3, x, x, 8
- CCN1C(=O)/C(=C/c2cc(C)n(C)c2C)SC1=Nc1ccc(OC)cc1
→ 8, -2, -9, x, x, 2, 1, x
- CCC(OC(=O)c1nsc(Cl)c1Cl)C(=O)NCc1cccs1 (stereo not drawn)
→ -18, -13, -2, x, x, 0, -3, -4
- N#CCSc1ncccc1-c1nc2ccccc2[nH]1
→ x, 4, -7, x, 3, 1, 8, x
- C[C@@H]1CN([C@H](C)CO)C(=O)Cc2cc(NS(C)(=O)=O)ccc2O[C@@H]1CN(C)S(=O)(=O)c1cn(C)cn1
→ -29, 4[16.7 µM], 2, 0.1, 11, -1, -1, x
- Cn1nc(-c2ccc(Cl)cc2)c2cc(C(=O)NCCCN3CCOCC3)sc21
→ 7, 7, -28, x, x, 2, -6, x
- CCOC(=O)[C@H]1[C@H]2COc3ccc(OC)cc3[C@@H]2N2C(=O)CN(CC3CCCO3)C(=O)[C@@]12C (stereo partly drawn)
→ -2, -5, 5, -3.1, 4, 1, 0, -11
- O=C(c1ccccc1F)N1CC[C@@H]2[C@@H](CO)Nc3ccc(C#Cc4ccc(F)cc4)cc3[C@@H]21
→ -21, -3[16.7 µM], 12, 1.7, 10, 71, 1, 0
- CC(=O)c1ccc(OCC(=O)Nc2ccc(N3CCCCC3)cc2)cc1
→ -13, 13, 7, -3.0, -2, -6, -4, 2
- Cc1occc1C(=O)N/N=C/c1cnn(C)c1C
→ 0, 16, 10, x, x, 3, -3, 0
- CC(C)Cn1c2c(c(O)c(C(=O)Nc3ccc(F)cc3)c1=O)CCCC2
→ -16, 0, 9, x, x, 3, -10, x

Looked up one by one from above, 2 records:
Results follow in this order: Statin myotox sup, miR-122 sensor, PGC1a acetyl inh, CFTR F508del cor, INS-1E GSIS act, Cneo AK release, PglD DTNB, FN deposition inh
- CC(C)Cn1c2c(c(O)c(C(=O)Nc3ccc(F)cc3)c1=O)CCCC2
→ -16, 0, 9, x, x, 3, -10, x
- COc1ccc(CCNc2cc(C)nc3c(-c4ccc(Cl)cc4)c(C)nn23)cc1OC
→ -19, 20, 8, x, 2, -2, -9, 17
